Screens: PubChem BioAssay, several laboratories
PhoP inhibition = PhoP-dependent GFP reporter repression – Salmonella Typhimurium, primary screen (AID 1863). inhibition, % at 50 µM, or IC50 in µM where a hit was titrated. S. Typhimurium PhoP-regulated promoter GFP reporter, 4 h; higher % means a stronger effect. 300,000 compounds, 0.16% hits;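 active = inhibition over 29.93%, a cutoff 3 SD above the screen mean, later confirmed by dose response; inconclusive = inhibition over 29.93% but no dose response follow-up; inactive = inhibition at most 29.93% or unconfirmed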;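 note: 0% = low Mg2+ inducing control and 100% = high Mg2+ repressing control; strong numbers were not always called active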
T cell modulator = T cell immune modulators affecting CD8 T cell-vesicle binding. 2C CD8+ T cell-vesicle binding, flow cytometry; hits give low values. calls only at 7 µM. 330,000 compounds, 0.068% hits;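 active = response, share of CD8 T cells binding vesicles, and their 90th percentile fluorescence all below set limits, cut at about 80% in these data, passing the limit was not always enough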
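Material: murine 2C transgenic CD8+ T lymphocytes / Also added: QL9-peptide-loaded Drosophila micro-vesicles bearing Ld, ICAM-1 and B7-1 / Schedule: binding step 1.5 h, 37 °C, antibody labelling 20 min, ice / Signal: flow cytometry, PE anti-B7-1 (FL2) versus Alexa647 anti-CD8 (FL8), PFA-fixed / Evaluation: percent CD8+ FL2 mean versus row control / Benchmarks: naked versus QL9-loaded vesicles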
Large T inhibition = SV40 large T antigen inhibitors, biochemical (AID 1903); SV40 large T antigen ATPase/helicase inhibition assay; higher % means a stronger effect; 310,000 compounds, 0.39% hits; inhibition, % at 20 µM; hits with a dose series show IC50 in µM; in the data active = a potency from the dose series; inconclusive = inhibition mostly from about 32% at the one dose, without a potency; inactive = the rest, 99 in 100 with inhibition below about 32%; note: strong numbers were not always called active
Myeloid diff MLP = myeloid differentiation induction | 360,000 compounds, 1% hits | AID 624256 | ER-HoxA9 myeloid progenitors, lysozyme-GFP differentiation, flow cytometry | calls only at 10 µM;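 active = normalized GFP-positive differentiation at or above the plate's own cutoff, the solvent-only control mean plus 3 SD; inconclusive = no clear call, values can overlap the other calls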;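 note: cells exposed to compound for four days before flow analysis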
RSV antiviral HEp-2 = RSV antiviral activity via CPE protection, HEp-2 cells, primary 10 µM value included (AID 2391); HEp-2 cells, RSV-induced CPE inhibition; higher % means a stronger effect; one-dose CPE inhibition, % at 10 µM; IC50 in µM for titrated hits; 310,000 compounds, 0.13% hits; in the data active = a potency from the dose series; inconclusive = CPE inhibition mostly from about 23% at the one dose, without a potency; inactive = the rest, 99 in 100 with CPE inhibition below about 21%; note: strong numbers were not always called active
UTI89 phage lysis = inhibition of K1F phage lysis, E. coli UTI89, bacterial capsule biogenesis inhibitors, alamar blue (AID 488966); 340,000 compounds, 0.02% hits; inhibition, % at 100 µM; hits with a dose series show IC50 in µM; E. coli UTI89 K1F phage lysis, alamar blue, 2 h; higher % means a stronger effect;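 active = phage lysis inhibition, versus mean bacterial control, above a set limit; inconclusive = no clear call, values can overlap the other calls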;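 note: capsule biogenesis inhibitors block K1F phage lysis so surviving cells raise fluorescence; higher fluorescence means more inhibition of phage lysis; actives were called in the ten point dose series up to 300 µM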
TNAP activation fold = stimulation of alkaline phosphatase TNAP activity – biochemical, luminescent, no phosphate acceptor, uHTS, primary screen (AID 1001). 200,000 compounds, 0.03% hits. activation fold at 20 µM; hits with a dose series show EC50 in µM. purified TNAP, luminescent activation assay, no phosphate acceptor; higher activation fold means a stronger effect; in the data active = activation fold from about 3, or a potency from the dose series; inactive = the rest, 99 in 100 with activation fold below about 1.6; note: many of its hits are not listed in these tables
MgcRacGAP inhibition = MgcRacGAP GTPase-activating activity inhibitors, confirmation, biochemical, ADP Hunter fluorescence | 340,000 compounds, 0.6% hits | MgcRacGAP-stimulated Rac1 GTP hydrolysis, ADP Hunter fluorescence; higher % means a stronger effect; GST-tagged Rac1 F28L mutant substrate | inhibition, % at 30 µM; hits with a dose series show IC50 in µM;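 active = first-screen hits whose inhibition reached a set limit at any dose in the follow-up dose series; inconclusive = inhibition above the set first-screen limit but never retested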;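 note: fluorescence reports GDP produced by GAP-driven GTP hydrolysis; strong numbers were not always called active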
NTR1 ag = agonists of NTR1, primary screen, imaging, U2OS cells, beta-arrestin-GFP, high content (AID 493036); 330,000 compounds, 0.17% hits; P30989; activation, % at 20 µM; NTR1-U2OS beta-arrestin-GFP spot imaging, agonist mode;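 active = activation at or above 40% of the spot to cytoplasm intensity ratio, with at least 20 cells analyzed; inconclusive = wells under 20 cells, flagged as cytotoxic or low count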;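 note: 0% = DMSO without peptide and 100% = 100 nM NTR1 peptide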
Target sequence (P30989 whole entry, looked up): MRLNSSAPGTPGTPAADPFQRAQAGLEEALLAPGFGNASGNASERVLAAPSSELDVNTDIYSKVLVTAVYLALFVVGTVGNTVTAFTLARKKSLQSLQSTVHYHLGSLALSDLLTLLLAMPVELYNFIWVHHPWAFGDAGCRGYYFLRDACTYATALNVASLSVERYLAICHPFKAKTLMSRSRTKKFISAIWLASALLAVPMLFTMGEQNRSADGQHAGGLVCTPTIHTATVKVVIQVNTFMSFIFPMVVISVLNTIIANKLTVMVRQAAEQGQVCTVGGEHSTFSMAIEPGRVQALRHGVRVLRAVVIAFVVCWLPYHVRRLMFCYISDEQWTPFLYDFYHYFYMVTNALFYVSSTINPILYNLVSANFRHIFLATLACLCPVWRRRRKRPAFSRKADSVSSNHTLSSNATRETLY
T cell modulator vesicle-bound % = further read-out of T cell modulator, marked with its call; double positive events, %; measured here: CD8+ vesicle-bound cell fraction;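 binding gate set so that unloaded-vesicle control wells show 10% double positive cells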
NTR1 ag cell count 20 µM = recorded beside NTR1 ag, whose call it bears; cell count; measured here: cell count, cytotoxicity flag
Myeloid diff MLP GFP+ MAC1+ % = also measured in Myeloid diff MLP; calls as there; GFP+ MAC1+ double positive, %; measured here: differentiation confirmed by MAC1 staining
Active calls of the source: *; i = inactive; u = inconclusive; x = no result given; + = active, no number; [ ] = another dose, or the depositor's remark. Compounds as they come; any-hit rate near 2.3%.

SMILES	PhoP inhibition	T cell modulator	T cell modulator vesicle-bound %	Large T inhibition	Myeloid diff MLP	Myeloid diff MLP GFP+ MAC1+ %	RSV antiviral HEp-2	UTI89 phage lysis	TNAP activation fold	MgcRacGAP inhibition	NTR1 ag	NTR1 ag cell count 20 µM
O=C1C(=C(O)c2ccccc2)C(=O)c2ccccc21	-5%	i	10	12%	+	59*	0.0%	-2.4%	1.1	9%	-0.2	39
CCOC(=O)C1(Cc2ccccc2C(F)(F)F)CCN(CCCn2cccn2)CC1	3%	i	22	24%	i	0.5	-2.4%	0.5%	1	10%	2.1	47
Cc1cc(C)c(NC(=O)Nc2ccccc2)c(C)n1	x	i	29	x	i	0.6	-0.7%	1.2%[50 µM]	x	6%	1.9	53
Cc1ccccc1-c1nnc(SCC(=O)NCc2ccc3c(c2)OCO3)n1C	5%	i	18	1%	i	1.1	-2.1%	0.7%	1.2	10%	-0.9	38
C=CCSc1nnc(-c2sc(-c3ccccc3)nc2C)n1C	-7%	i	45	-2%	i	2.1	1.9%	-0.1%	1	7%	-0.8	77
O=S(=O)(Nc1ccc(Cl)c(C(F)(F)F)c1)c1cnc[nH]1	-6%	i	52	2%	i	0.5	2.0%	-0.6%	0.9	9%	-2.7	88
CN(CCOc1ccc(Cl)cc1)CC(=O)Nc1ccc(OC(F)(F)F)cc1	-2%	i	26	3%	i	0.8	8.7%	0.1%	x	1%	9.1	89
O=C(O)c1cccc([N+](=O)[O-])c1C(=O)Nc1ccc2ccccc2c1	13%	i	40	16%	i	0.9	-1.6%	-1.7%	x	7%	0.2	59
Nc1nc(SCC(=O)N2CCCC2)[nH]c(=O)c1NC(=O)c1cccs1	3%	i	14	15%	i	0.2	0.3%	0.1%	x	5%	0.3	53
O=C(c1ccco1)N1CCN(Cc2c(Cl)cccc2Cl)CC1	-3%	i	61	22%	i	0.6	3.9%	-0.8%	x	12%	2.9	61
CN1CCN(S(=O)(=O)c2ccc(NC(=S)NC(=O)c3ccccc3)cc2)CC1	9%	i	14	4%	+	5.5*	-0.4%	0.9%	0.7	3%	-0.6	68
Cc1csc2ncc(C(=O)NCc3ccccn3)c(=O)n12	-6%	i	38	-1%	i	2.4	1.9%	-1.3%	1.1	10%	-0.9	57
CC(C)c1ccc(/C=N/Nc2ccc(C(=O)O)cc2)cc1	-10%	i	61	2%	i	0.6	15%	0.0%	1.1	3%	3.5	87
Cc1cc(C)c(S(=O)(=O)N/N=C/c2ccc3c(c2)OCO3)c(C)c1	4%	i	56	-1%	i	1.0	1.3%	-0.3%	x	6%	0.6	57
CCOC(=O)c1sc(Nc2nc3cc4c(cc3s2)OCO4)cc1C	-7%	i	33	1%	i	0.4	5.7%	2.9%	1	11%	11	73
CC(=O)NC(C1C(=O)CC(C)(C)CC1=O)(C(F)(F)F)C(F)(F)F	6%	i	42	-7%	i	1.3	-1.8%	-0.2%	1.1	12%	-1.7	38
CCCn1nc(NC(=O)c2cccs2)c2cc3cc(OC)ccc3nc21	7%	i	24	13%	i	0.4	4.2%	0.0%	1.1	11%	15	42
O=C(CCC(=O)Nc1ccc(Cl)cc1)N/N=C/c1ccc2c(c1)OCO2	12%	i	57	19%	i	1.7	-0.3%	0.2%	x	1%	-1.5	66
Cc1cc(C(=O)Nc2ccccc2Cc2ccccc2)no1	9%	i	53	-5%	i	0.7	0.6%	1.9%[50 µM]	x	8%	1.2	74
COc1cc(/C=C(/NC(C)=O)C(=O)O)cc(Cl)c1OCc1ccc(Br)cc1	-8%	i	22	15%	i	0.1	-0.6%	0.1%	x	10%	1.2	64
O=C(c1ccccc1F)N(NC(=O)C(O)(c1ccccc1)c1ccccc1)c1ccccc1	-3%	i	33	5%	i	0.7	3.2%	-8.9%	1.2	7%	-0.6	45
CCCCC(=O)NC(c1ccccc1Cl)c1c(O)ccc2ccccc12 (stereo not given)	-13%	i	40	11%	i	4.8	5.3%	1.2%[50 µM]	1.2	7%	15	69
O=C(NCCc1ccc(Cl)cc1Cl)c1cccnc1	0%	i	26	8%	u	x	2.7%	2.7%[50 µM]	x	-7%	-0.6	53
N#Cc1ccc(-n2nnc3ccccc3c2=O)c([N+](=O)[O-])c1	x	i	26	16%	i	0.7	-1.2%	0.1%	x	-1%	0.3	53
O=C(O)CC(NC(=O)Cc1ccccc1)c1cc([N+](=O)[O-])ccc1Cl (stereo not given)	-6%	i	64	21%	i	0.1	-1.6%	x	1.1	x	-0.7	47
CNC(=O)C1CCN(S(=O)(=O)c2c(C)noc2/C=C/c2cccc(C)c2)CC1	-12%	i	4	10%	i	0.0	2.4%	0.3%	x	7%	-0.3	67
CCCCCCOC(=O)C1=C(C)NC(=O)NC1c1ccc(O)cc1 (stereo not given)	11%	i	24	5%	i	1.4	15%	-0.4%	1.1	14%	-1.0	58
Cc1ccc(Cn2c(=O)c3c(nc4n3CCN4Cc3ccco3)n(C)c2=O)cc1	6%	i	35	1%	i	0.5	4.1%	-0.2%	1	5%	1.7	87
COc1cc(Cl)c(CN2CCCC(CO)(Cc3ccccc3F)C2)cc1OC (stereo not given)	-3%	i	59	16%	i	2.3	8.2%	1.0%	x	-6%	5.4	61
Cn1c(=O)n(C)c2cc(S(=O)(=O)NCCc3ccccc3)ccc21	1%	i	49	-5%	i	0.8	-1.5%	0.8%	1.1	8%	-0.8	36
CCOc1cc(CNc2ccccc2)cc(Br)c1OCc1ccc(F)cc1	10%	i	25	2%	i	0.7	17%	0.0%	1.2	9%	3.1	78
O=C(CSc1ccc([N+](=O)[O-])cc1)Nc1cccc(S(=O)(=O)N2CCOCC2)c1	x	i	49	x	i	0.4	x	0.5%[50 µM]	x	8%	0.2	71
N#CC1(c2ccccc2)CCCN1C(=O)c1ccccc1Br (stereo not given)	-1%	i	54	17%	i	0.4	3.2%	-0.2%	1	-1%	0.6	40
CCOC(=O)c1ccccc1NC(=O)C1CC(=O)N(C2CCCCC2)C1 (stereo not given)	-5%	i	25	4%	i	0.0	1.4%	0.5%[50 µM]	x	8%	2.5	55
S=c1[nH]nc(Cc2cccc3ccccc23)n1-c1ccccc1	-5%	i	58	25%	i	1.2	2.6%	-3.5%	1	-3%	-1.2	57
Cc1ccccc1OCc1nc2ccccc2c(=O)n1/N=C/c1cccc([N+](=O)[O-])c1	21%	i	14	17%	i	0.4	2.2%	2.5%	1	4%	0.6	41
Cc1ccc(/C=C2\CCC(C3CCCC3)C2=O)cc1 (stereo not given)	-7%	i	6	4%	i	0.9	2.3%	0.7%	1.1	4%	2.8	64
O=C(NCc1ccco1)c1cc2n(n1)C(C(F)(F)F)CC(c1ccc(F)cc1)N2 (stereo not given)	-1%	i	34	9%	i	1.1	2.5%	0.1%	1.1	-2%	-0.7	68
COc1ccc(OC)c(C2CC(c3ccc(NS(C)(=O)=O)cc3)=NN2C(=O)c2ccccc2)c1 (stereo not given)	4%	i	52	-4%	i	0.3	7.9%	-0.4%	1	5%	1.2	79
O/N=C(\COc1ccccc1O)c1ccccc1	9%	i	35	-2%	i	3.0	1.7%	-0.1%	1.1	3%	0.4	67
COc1ccc(OC)c(NC(=O)CS(=O)(=O)c2cn(CC(=O)N3CCOCC3)c3ccccc23)c1	-1%	i	20	4%	i	2.0	0.3%	0.3%[50 µM]	x	-8%	-1.0	54
O=C(Nc1cccc(Cl)c1)c1cc(N=Nc2ccc([N+](=O)[O-])cc2Cl)ccc1O	3%	i	43	-3%	i	0.9	-2.5%	0.3%	x	17%	4.6	95
COc1ccc(-c2c([C@H]3[C@H]4C=CC[C@@H](C)[C@@H]4C(=O)N3Cc3ccccc3)ccc3ccccc23)cc1	-3%	i	21	5%	i	3.0	1.7%	4.0%	x	9%	-0.6	80
Cc1cc(C)n2nc(SCC(=O)c3cc(C)n(CC4CCCO4)c3C)nc2n1 (stereo not given)	-1%	i	36	9%	i	0.8	10%	0.2%	1.1	9%	3.8	61
COc1ccc(OCCCn2ccnc2)cc1	2%	i	25	55%	i	0.3	1.0%	-1.0%[50 µM]	x	24%	1.1	84
COc1ccc(CNC(=O)CN2c3ccccc3S(=O)(=O)c3ccccc32)cc1	-12%	i	1	7%	i	0.9	2.3%	-0.1%	x	-5%	0.8	74
CCc1cc2ccc(OC)cc2nc1SCC(=O)NNC(=O)c1ccco1	-7%	i	66	11%	i	0.7	0.2%	-2.5%	1.6	5%	1.7	56
O=C(NNc1cc(Cl)ccc1Cl)c1c(F)cccc1Cl	x	i	48	8%	i	0.9	3.4%	0.2%	x	7%	1.2	73
COc1ccc(N2CCN(CC(=O)N3N=CCC3c3ccccc3)CC2)cc1 (stereo not given)	-1%	i	45	18%	i	0.1	0.1%	0.3%	0.9	10%	0.4	79
CCCCCCCN1C(Nc2ccccc2)=NC[C@@H]1C	x	i	31	-20%	i	1.4	-1.9%	3.1%	x	5%	0.6	69
CC(=O)Nc1ccc(SCCC2CCCCN2C)cc1 (stereo not given)	-2%	i	33	13%	i	0.0	0.2%	0.4%	x	7%	1.3	61
Cc1onc(-c2c(F)cccc2Cl)c1C(=O)NNC(=O)C1CCN(Cc2cccc(F)c2)CC1	2%	i	26	8%	i	0.1	-1.5%	-0.3%	1.1	5%	2.3	39

Some of these compounds in order of the T cell modulator vesicle-bound % value, falling:
compound	T cell modulator vesicle-bound %
CCCCCCCN1C(Nc2ccccc2)=NC[C@@H]1C	31
Cc1onc(-c2c(F)cccc2Cl)c1C(=O)NNC(=O)C1CCN(Cc2cccc(F)c2)CC1	26
COc1ccc(OCCCn2ccnc2)cc1	25
